DLD1 CTGF mRNA – YAP1 pathway inhibitors via CTGF transcript, primary screen, DLD1 colon cancer cells, RT-qPCR, single point (AID 743449) | DLD1 CTGF mRNA qPCR, 24 h; hits give high values | inhibition, % at 12.5 µM | actives 0.9% (n = 9,900);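 active means mean normalized replicate activity at least 50 and at least half of replicates each reaching 50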;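 further: 0% = neutral control wells and 100% = dasatinib control wells; higher means stronger suppression of CTGF expression like dasatinib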
Pax4 gene expression – activators of Pax4 gene expression, primary screen, RT-PCR, mouse alpha TC1 cells, single point (AID 1053180) | mouse alpha TC1 cells, Pax4 mRNA qPCR, 6 days; hits give high values; 100% = Pax4 plasmid added at qPCR | activation, % at 10 µM | actives 0.2% (n = 9,600);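 active means highest normalized replicate activity of 15 or more, or at least half the replicates reach 15 or more; inactive means neither condition met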;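 further: pax4 Ct normalized to GAPDH with activation seen as lower delta delta Ct; plate controls were plate neutral control wells for no effect and Pax4 plasmid positive control for full effect; each compound tested in two replicate wells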
The depositor's hits bear a star; i = inactive; / = no result given; & = joins results of further samples; ! = repeats disagree.

compound,DLD1 CTGF mRNA,Pax4 gene expression
CN1C(=O)c2cc(NC(=O)c3ccc(F)c(F)c3)ccc2OC[C@@H]2O[C@H](CC(=O)N3CCCCC3)CC[C@@H]21,-21,0.0
C[C@@H]1CN([C@@H](C)CO)C(=O)CCCn2nncc2CO[C@H]1CN(C)Cc1ccccc1C(=O)O,8,0.0
CCCC#Cc1ccc2c(c1)O[C@H](CN(C)Cc1ccccn1)[C@@H](C)CN([C@H](C)CO)S2(=O)=O,-63,0.0
O=C(C[C@H]1CC[C@@H]2[C@H](COC[C@H](O)CN2S(=O)(=O)c2cccc(Cl)c2)O1)N1CCOCC1,-17,0.0
C[C@H]1CCCCO[C@@H](CN(C)C(=O)c2ccncc2)[C@@H](C)CN([C@@H](C)CO)C(=O)c2cc(NC(=O)CCC(F)(F)F)ccc2O1,16,0.0
C/C=C/c1ccc([C@@H]2[C@H](CO)N3C(=O)CN(C(=O)Nc4cccc(OC)c4)C[C@@H]23)cc1,-16,0.0
C/C=C/c1ccccc1[C@H]1[C@@H](CO)N(c2nc(CC)cs2)[C@H]1C#N,11,0.0
COc1cccc(-c2ccc(C3[C@@H]4CN(Cc5ccccn5)C[C@H]3N4)cc2)c1 (some centres undefined),-55&-97,213*!
COc1cccc(-c2ccc3c(c2)[C@@H]2[C@@H](CCN2S(=O)(=O)C2=NC(C)C=N2)[C@H](CO)N3C)c1 (some centres undefined),-3,0.0
O=C(C[C@H]1C[C@H]2c3cc(NC(=O)c4ccc5c(c4)OCO5)ccc3O[C@H]2[C@@H](CO)O1)NCc1ccc(Oc2ccccc2)cc1,i,0.2
CO[C@@H]1CN(C)C(=O)c2cc(NC(=O)NC(C)C)ccc2OC[C@H](C)N(C(=O)CN(C)C)C[C@@H]1C,0,0.0
CN1CCN(C(=O)C[C@H]2C[C@H]3c4cc(NS(C)(=O)=O)ccc4O[C@H]3[C@H](CO)O2)CC1,-14,0.0
Cc1noc(C)c1NC(=O)Nc1ccc2c(c1)C(=O)N(C)[C@H]1CC[C@@H](CC(=O)N[C@H]3CCN(Cc4ccccc4)C3)O[C@@H]1CO2,0,0.0
C/C=C/c1ccc([C@H]2[C@@H](C#N)N(C(=O)NC3CCCCC3)[C@H]2CO)cc1,-8,0.0
O=C(C1CCOCC1)N1CC(=O)N2[C@H](CO)[C@@H](c3ccc(C#CCc4ccccc4)cc3)[C@@H]2C1,-10,0.0
Cc1noc(C)c1NC(=O)Nc1ccc2c(c1)C(=O)N([C@H](C)CO)C[C@H](C)[C@H](CN(C)Cc1ccc3c(c1)OCO3)OCCCC[C@@H](C)O2,-10,0.0
C[C@H]1CN([C@@H](C)CO)C(=O)c2cccc(NS(C)(=O)=O)c2O[C@H]1CN(C)Cc1ccc(-c2ccccc2)cc1,-4,0.0
C[C@@H]1CN([C@H](C)CO)C(=O)c2cc(N(C)C)ccc2O[C@@H](C)CCCCO[C@H]1CN(C)Cc1ccc(C(=O)O)cc1,7,0.0
C[C@@H]1CCCCO[C@@H](CN(C)Cc2ccc(Cl)c(Cl)c2)[C@@H](C)CN([C@H](C)CO)C(=O)c2cc(NC(=O)CCCCCC(=O)Nc3ccccc3N)ccc2O1,-39,0.0
COCC#Cc1ccc([C@@H]2[C@H]3CN(C(=O)Nc4ccccc4F)CC(=O)N3[C@H]2CO)cc1,13,0.0

Full records from above. Screens in order: DLD1 CTGF mRNA, Pax4 gene expression
Listed for C/C=C/c1ccc([C@H]2[C@@H](C#N)N(C(=O)NC3CCCCC3)[C@H]2CO)cc1 = -8, 0.0
Listed for Cc1noc(C)c1NC(=O)Nc1ccc2c(c1)C(=O)N(C)[C@H]1CC[C@@H](CC(=O)N[C@H]3CCN(Cc4ccccc4)C3)O[C@@H]1CO2 = 0, 0.0
Listed for C[C@@H]1CN([C@H](C)CO)C(=O)c2cc(N(C)C)ccc2O[C@@H](C)CCCCO[C@H]1CN(C)Cc1ccc(C(=O)O)cc1 = 7, 0.0

Further records follow.
compound,DLD1 CTGF mRNA,Pax4 gene expression
C[C@@H](NC(=O)C[C@H]1CC[C@H]2[C@@H](COC[C@H](O)CN2C(=O)Nc2cccc(Cl)c2)O1)c1ccccc1,-1,0.0
C[C@H]1CC(=O)NCC/C=C\C[C@@H](c2cccc(Cl)c2)NC1=O,-12,0.2
CN1C(=O)c2cc(NC(=O)C3CCOCC3)ccc2OC[C@H]2O[C@H](CC(=O)NCCc3ccncc3)CC[C@@H]21,5,0.0
OC[C@H]1[C@H]2c3ccccc3NC[C@H]2N1CC1CCOCC1,-41,0.0
COc1ccc([C@@H]2C/C=C\C[C@@H](c3ccc4c(c3)OCO4)NC(=O)[C@@H](c3ccccc3)CC(=O)N2)c(OC)c1,-64,0.0
CCN(C[C@@H]1[C@H](c2ccccc2)[C@@H](CO)N1CC1CC1)C(=O)c1ccccn1,-8,0.0
C[C@@H]1CCCCO[C@H](CN(C)Cc2ccc(C(F)(F)F)cc2)[C@@H](C)CN([C@@H](C)CO)C(=O)c2cc(NC(=O)Nc3cccc4ccccc34)ccc2O1,34,0.0
Cc1ccccc1-c1ccccc1[C@H]1[C@@H](C#N)N(C(=O)c2ccc(F)cc2)[C@@H]1CO,-35,0.0
Cc1ccc(S(=O)(=O)N(C)C[C@H]2Oc3cc(C#CC4CCCC4)ccc3S(=O)(=O)N([C@@H](C)CO)C[C@@H]2C)cc1,-10,1.9
CO[C@H](CN(C)S(=O)(=O)c1ccc(C)cc1)[C@@H](C)CN([C@H](C)CO)S(=O)(=O)c1cccc(Cl)c1,33,0.0
Cc1ccc(-c2ccccc2[C@@H]2[C@H](C#N)N(C(=O)c3cccc(F)c3)[C@H]2CO)cc1,9,0.0
O=C(NC[C@@H]1[C@@H](c2ccccc2)[C@@H](CO)N1C(=O)C1CCC1)NC1CCCC1,-13,0.0
CCCN(C)C[C@H]1Oc2cc(/C=C/c3ccccc3)ccc2S(=O)(=O)N([C@@H](C)CO)C[C@H]1C,14,0.0
CCCC(=O)Nc1ccc2c(c1)OC[C@H](C)N(CC1CCOCC1)C[C@@H](C)[C@@H](OC)CN(C)C2=O,2,0.0
COCC(=O)N1[C@@H](C#N)[C@H](c2ccc(C#CCC3CCCC3)cc2)[C@@H]1CO,-20,0.0
C[C@H](CO)N1C[C@H](C)[C@H](CN(C)Cc2cccc(C(F)(F)F)c2)OCc2ccccc2-c2c(n(C)c3ccccc23)C1=O,-17,0.0
COc1ccccc1CNC(=O)C[C@H]1CC[C@H]2[C@@H](COC[C@@H](O)CN2Cc2ccc3c(c2)OCO3)O1,-9,0.0
C[C@@H]1CN([C@@H](C)CO)C(=O)CCCn2cc(nn2)CO[C@@H]1CN(C)C(=O)Nc1cccc(C(F)(F)F)c1,-25,0.0
O=C(Nc1ccc2c(c1)[C@@H]1C[C@H](CC(=O)N3CCc4ccccc4C3)O[C@@H](CO)[C@@H]1O2)c1ccc2c(c1)OCO2,-5,0.0
N#C[C@@H]1[C@H](c2ccccc2)[C@@H](CO)N1C(=O)c1ccc2c(c1)OCO2,7,0.0

The final three records of the section above come first, to join the parts.
compound,DLD1 CTGF mRNA,Pax4 gene expression
C[C@@H]1CN([C@@H](C)CO)C(=O)CCCn2cc(nn2)CO[C@@H]1CN(C)C(=O)Nc1cccc(C(F)(F)F)c1,-25,0.0
O=C(Nc1ccc2c(c1)[C@@H]1C[C@H](CC(=O)N3CCc4ccccc4C3)O[C@@H](CO)[C@@H]1O2)c1ccc2c(c1)OCO2,-5,0.0
N#C[C@@H]1[C@H](c2ccccc2)[C@@H](CO)N1C(=O)c1ccc2c(c1)OCO2,7,0.0
C[C@H](CO)N1C[C@H](C)[C@H](CN(C)C(=O)NC2CCCCC2)OCc2ccccc2-c2ccccc2C1=O,2,0.0
COc1ccc(C#Cc2ccc([C@H]3[C@H](CO)N4C(=O)CN(C(=O)c5ccc(F)cc5)C[C@@H]34)cc2)cc1,-3,0.0
CC(C)NC(=O)N1[C@@H]2CNC[C@H]1C2c1ccc(/C=C/c2ccccc2)cc1 (some centres undefined),17&20,0.0&0.0
CO[C@H]1CN(C)C(=O)c2ccc(NC(=O)c3cc(C)on3)cc2OC[C@H](C)NC[C@@H]1C,-33,0.0
C/C=C/c1ccc([C@H]2[C@@H](CN(C)C(=O)CC3CC3)N(C(=O)C3CC3)[C@H]2CO)cc1,-7,0.0
C[C@@H]1CCCCO[C@@H](CN(C)S(=O)(=O)c2cn(C)cn2)[C@@H](C)CN([C@H](C)CO)C(=O)c2cc(N(C)C)ccc2O1,-3,0.0
COc1cccc(NC(=O)Nc2ccc3c(c2)C(=O)N(C)C[C@@H](OC)[C@@H](C)CN(CC2CC2)[C@@H](C)CO3)c1,6,0.0
COc1ccc(-c2ccc([C@@H]3[C@@H](CO)N4C(=O)CN(C(=O)Cc5ccccn5)C[C@H]34)cc2)cc1,-35,0.0
O=C1CN(S(=O)(=O)c2cccc(F)c2)C[C@H]2[C@@H](c3ccc(C4=CCCC4)cc3)[C@H](CO)N12,15,0.0
COc1cccc(CN2CC3(CN(C)C3)c3c(n(C)c4cc(OC)ccc34)[C@H]2CO)c1,-23,0.0
COCc1cn(CC[C@@H]2CC[C@H](NC(=O)Nc3c(C)noc3C)[C@H](CO)O2)nn1,7,0.0
C[C@H]1CN([C@@H](C)CO)C(=O)CCCn2nncc2CO[C@@H]1CN(C)C(=O)Nc1ccccc1C(F)(F)F,-51,0.0
CCCC(=O)N1CC2(C1)CN(S(=O)(=O)c1ccc(C)cc1)[C@H](CO)c1[nH]c3cc(OC)ccc3c12,-15,0.0
CN1C(=O)c2cc(NC(=O)Nc3ccccc3Cl)ccc2OC[C@@H]2O[C@@H](CC(=O)O)CC[C@H]21,-3,0.0
COc1ccc(S(=O)(=O)Nc2ccc3c(c2)C(=O)N([C@H](C)CO)C[C@H](C)[C@H](CN(C)S(=O)(=O)c2ccc(Cl)cc2)OCCCC[C@@H](C)O3)cc1,-2,0.0
COc1cccc(-c2ccccc2[C@@H]2[C@H](C#N)N(C(=O)Cc3ccccc3)[C@H]2CO)c1,28,0.2
CN1C(=O)c2cc(NS(=O)(=O)c3cccc(F)c3)ccc2OC[C@H]2O[C@@H](CC(=O)NCCN3CCCCC3)CC[C@@H]21,-1,0.0
COc1ccccc1-c1ccc([C@@H]2[C@@H](CO)N3CCCCN(C(=O)c4cccnc4)C[C@@H]23)cc1,6,0.0
CCS(=O)(=O)N1[C@H](CO)[C@@H](c2ccc(C#Cc3ccccc3F)cc2)[C@@H]1C#N,-36,0.0
CNC[C@@H]1OCCCC[C@@H](C)Oc2ccc(NC(=O)Nc3ccc(OC)cc3)cc2C(=O)N([C@H](C)CO)C[C@H]1C,0,0.0
COc1cccc(S(=O)(=O)N2CCCCN3[C@@H](CO)[C@@H](c4ccc(C#CCC(C)C)cc4)[C@@H]3C2)c1,-38,0.3
COc1cccc(NC(=O)N2C[C@H](O)COC[C@H]3O[C@H](CC(=O)N(C)C)CC[C@@H]32)c1,-4,0.1
C[C@H]1CN([C@@H](C)CO)C(=O)CCCn2cc(nn2)CO[C@H]1CN(C)S(=O)(=O)c1ccc(-n2cccn2)cc1,-31,0.0
O=C(NCC1CCCCC1)[C@H]1[C@H](CO)[C@H]2Cn3c(cccc3=O)[C@@H]1N2C(=O)c1ccncc1,-25,0.0
CO[C@H]1CN(C)C(=O)c2ccc(NC(=O)Nc3cc(F)ccc3F)cc2OC[C@H](C)N(C(=O)c2ccccn2)C[C@@H]1C,34,0.0
Cc1ccc(S(=O)(=O)N2C[C@H](O)COC[C@@H]3O[C@H](CC(=O)NCc4ccc5c(c4)OCO5)CC[C@H]32)cc1,4,0.0
C[C@@H]1CN([C@H](C)CO)C(=O)c2cccc(NC(=O)Nc3ccc(F)cc3)c2O[C@@H]1CN(C)S(=O)(=O)c1ccc(Cl)cc1,-25,0.0
C[C@@H](NC(=O)C[C@H]1CC[C@@H]2[C@H](COc3ccc(NS(=O)(=O)c4ccc(Cl)cc4)cc3C(=O)N2C)O1)c1ccccc1,-7,0.0
COc1ccc2c3c([nH]c2c1)[C@H](CO)N(CC1CC1)CC31CN(C(=O)NC2CCCC2)C1,3,0.0
CC(C)NC(=O)Nc1cccc2c1O[C@@H](CN(C)C(=O)Nc1ccccc1)[C@@H](C)CN([C@H](C)CO)C2=O,-4,0.0
C/C=C/c1cnc2c(c1)C(=O)N([C@H](C)CO)C[C@H](C)[C@@H](CN(C)C(=O)Nc1cccc(OC)c1)O2,-15,0.0
CNC[C@H]1Oc2c(NS(=O)(=O)c3ccc(Cl)cc3)cccc2C(=O)N([C@@H](C)CO)C[C@@H]1C,15,0.0
CO[C@@H]1CN(C)C(=O)c2cc(NC(=O)Cc3ccccc3)ccc2OC[C@H](C)N(C(=O)c2ccccc2F)C[C@@H]1C,2,0.0
C[C@@H]1CN([C@H](C)CO)C(=O)Cc2cc(NS(=O)(=O)c3cn(C)cn3)ccc2O[C@@H]1CN(C)Cc1ccc2c(c1)OCO2,-58,0.0
N#C[C@@H]1[C@@H](c2ccccc2-c2ccccc2F)[C@H](CO)N1C(=O)C1CCC1,-4,0.0
Cc1ccc(S(=O)(=O)Nc2ccc3c(c2)CC(=O)N([C@@H](C)CO)C[C@@H](C)[C@H](CN(C)S(=O)(=O)c2ccccc2)O3)cc1,8,0.0
OC[C@@H]1[C@@H](c2ccccc2)C2(CN(Cc3ccccn3)C2)N1Cc1cncnc1,-13,/

Source: PubChem BioAssay (Broad Institute)

Not all compounds are listed. The share of hits here may be higher or lower than overall.
